RXFP1 antagonist: RXFP1 (human) relaxin receptor antagonism; hit rate 0.59% among 350,000; AID 1259400; HEK293-RXFP1, relaxin-stimulated cAMP HTRF, 30 min; active compounds read low; Q9HBX9; activity change, negative = inhibition, % at 57.5 µM;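 active = activity change of -60% or lower, but not beyond a set lower limit; inconclusive = change between -60% and -40%, or beyond the set limit; inactive = change above -40%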; note: % is set by controls: 0 for no effect and ±100 for the full control effect
Target sequence (Q9HBX9 whole entry, looked up): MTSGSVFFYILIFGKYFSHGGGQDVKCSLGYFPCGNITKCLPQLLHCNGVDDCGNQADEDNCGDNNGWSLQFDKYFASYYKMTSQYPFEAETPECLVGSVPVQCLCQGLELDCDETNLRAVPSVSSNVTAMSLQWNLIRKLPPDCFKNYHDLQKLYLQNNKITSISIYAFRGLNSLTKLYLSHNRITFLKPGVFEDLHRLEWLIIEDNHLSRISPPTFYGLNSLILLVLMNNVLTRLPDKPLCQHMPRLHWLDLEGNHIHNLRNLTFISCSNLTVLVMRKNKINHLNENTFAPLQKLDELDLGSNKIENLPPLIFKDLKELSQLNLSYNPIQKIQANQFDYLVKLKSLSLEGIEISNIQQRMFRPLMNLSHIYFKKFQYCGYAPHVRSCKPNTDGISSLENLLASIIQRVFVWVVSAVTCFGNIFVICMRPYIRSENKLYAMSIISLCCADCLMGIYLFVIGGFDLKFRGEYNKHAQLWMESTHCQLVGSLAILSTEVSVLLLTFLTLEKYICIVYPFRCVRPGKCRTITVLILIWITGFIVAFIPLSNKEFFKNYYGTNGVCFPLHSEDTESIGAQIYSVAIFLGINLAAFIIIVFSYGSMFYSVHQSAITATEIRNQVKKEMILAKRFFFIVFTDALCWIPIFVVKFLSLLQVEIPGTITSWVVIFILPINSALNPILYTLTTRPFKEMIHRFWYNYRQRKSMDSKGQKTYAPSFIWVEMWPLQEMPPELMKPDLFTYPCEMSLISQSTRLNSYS
D1 potentiator: potentiators of human D1 dopamine receptor. AID 504651. HEK293 TREx D1 cells, calcium flux, dopamine EC20 potentiation. hit rate 0.036% among 360,000. potentiation, % at 10 µM. P21728; in the data active = potentiation above about 30%; note: 0% is about no effect
RXFP1 agonist: agonists of human relaxin receptor RXFP1. Q9HBX9. HEK293T-RXFP1 cAMP TR-FRET, 30 min; response scale: percent of porcine relaxin response, buffer zero. Potency, µM (top dose mostly 57.5 µM), for the others: at the top dose activation, most hits filed as activators. hit rate 0.3% among 370,000; note: potency is the fitted concentration of half-maximal effect; % is set by controls: 0 for no effect and ±100 for the full control effect; nearly all actives have a fitted effect of over 60% in size; many of its hits are not listed in these tables
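Agonist response is measured as cAMP accumulation in an RXFP1-transfected HEK293T line under PDE4 inhibition. Values are scaled between buffer-only and 29 nM porcine relaxin, and EC50s come from standard Hill equation fits.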
D1 antagonist: human D1 dopamine receptor antagonism | HEK293 TREx D1 cells, calcium flux, dopamine EC80; active compounds read low | activity change, negative = inhibition, % at 10 µM | hit rate 3.2% among 360,000; in the data active = activity change below about -30%; note: % is set by controls: 0 for no effect and ±100 for the full control effect
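After overnight tetracycline induction at 30 C, force-coupled D1 HEK293 cells took up a no-wash calcium dye at room temperature. Compounds were added and monitored 180 s, and the response to EC80 dopamine was then recorded.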
D2 potentiator: positive allosteric modulators of human D2 dopamine receptor; P14416; HEK293 T-REx D2, calcium flux, EC20 dopamine potentiation; potentiation, % at 10 µM; hit rate 0.34% among 340,000;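 active = potentiation over 3 SD above the plate norm, cut at about 30% in these data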; note: 0% is about no effect
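Cells plated with tetracycline inducer and held overnight at 30 C; calcium dye loaded 30–90 min at room temperature; baseline taken, compound added and read 180 s; EC20 dopamine then added and read 180 s.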
D1 ag: human D1 receptor agonism | P21728 | HEK293 T-REx D1 cells, calcium flux, agonist mode | activation, % at 2 µM | hit rate 1% among 360,000; in the data active = activation above about 30%; note: 0% is about no effect
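Agonism was scored from calcium flux recorded over 180 s (1 read/s) after pintool compound addition, following a 10-cycle baseline. Cells were inducible force-coupled HEK293 TREx D1, plated overnight at 30 C and loaded with no-wash calcium dye.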
GRP78 ERSR act: induces the endoplasmic reticulum stress response in human glioma cells. U87-MG GRP78 promoter luciferase reporter, 16 h. Potency, µM, inactives show at the highest dose activation, hits mostly activators. hit rate 0.02% among 420,000; note: potency is the fitted concentration of half-maximal effect; series mostly up to about 76 µM; % of control where 0% means no effect; nearly all actives have a fitted effect of over 35% in size
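Stably transfected U87-MG human glioma cells carrying a GRP78-based luminescent sensor were seeded at 1000 cells/well, pin-dosed with compounds and incubated 16 h. Luciferase reagent was then added, and end-point luminescence was read after 10 min at room temperature.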
Vif-A3F inh: Vif-A3F binding inhibition. AID 602313. hit rate 0.2% among 390,000. Potency, µM (doses to about 46.1 µM), for the others: at the top dose activity, negative = active. HeLa A3F-eYFP + Vif (tagged APOBEC3F with the HIV-1 protein that degrades it), YFP fluorescence increase; note: potency is the fitted concentration of half-maximal effect; % of control where 0% means no effect; nearly all actives have a fitted effect of over 65% in size
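HeLa cells stably expressing Vif plus C-terminally eYFP-tagged A3F were seeded, incubated overnight at 37 deg C, dosed with compound, incubated overnight again at 37 deg C. Yellow fluorescence (Ex 488/Em 500-530) reported blocked Vif-mediated A3F-eYFP degradation.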
Vif-APOBEC3G blk: blocks the Vif interaction with human APOBEC3G; HeLa A3G-eYFP + Vif (tagged APOBEC3G with the HIV-1 protein that degrades it), YFP fluorescence, overnight; hit rate 0.076% among 410,000; Q9HC16; Potency, µM (series often up to 46.1 µM), without a hit: at the highest dose activity, negative = active, actives largely listed as inhibitors;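 note: potency is the fitted concentration of half-maximal effect; % is set by controls: 0 for no effect and ±100 for the full control effect; nearly all actives have a fitted effect of over 60% in size; hits raise eYFP signal because A3G escapes Vif-driven loss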
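Read-out is eYFP fluorescence (Ex 488/Em 500-530) from Vif-expressing HeLa A3G-eYFP cells; more signal means A3G escaped Vif-mediated degradation. Cells plated overnight, compound pinned in, incubated overnight at 37 deg C.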
Starred values were filed as active, the others as inactive; ? = inconclusive; . = not tested or not shown. Unless noted, calls come from the whole dose curve; as a rule, active = well fitted curve in the direction sought with a large enough effect; inconclusive = small, poorly fitted or top-dose-only effect, or another doubt; inactive = no such curve, though single readings can be large; an effect the other way counts as inactive or inconclusive. These rows are one share of the data; count on the stated rates, not on these rows.

Molecule,RXFP1 antagonist,D1 potentiator,RXFP1 agonist,D1 antagonist,D2 potentiator,D1 ag,GRP78 ERSR act,Vif-A3F inh,Vif-APOBEC3G blk
O=C(O)c1ccc(S(=O)(=O)c2ccc3c(c2)C(=O)N(CC2CCCO2)C3=O)cc1 (stereo not given),9,-4,1.0%,0,3,0,-5%,1%,-2%
CCCSc1nnc2nc3c(nn12)c1ccccc1n3C,.,0,3.1%,-1,-2,-2,-4%,1%,2%
CCCCSc1nc(C)cc(SCC(=O)N/N=C/c2ccccc2)n1,-11,3,0.6%,-2,.,6,-3%,4%,2%
Cc1ccccc1C(=O)NC1CCN(CC(=O)Nc2ccccc2Cl)CC1,-8,6,-0.3%,19,-12,2,-3%,0%,4%
CC1=C(C(=O)OCCOc2ccccc2)C(c2ccsc2)NC(=O)N1C (stereo not given),-12,1,2.3%,0,3,2,-1%,3%,-8%
Cc1nn(C)cc1C(=O)NNC(=S)Nc1ccccc1,4,-5,1.6%,30,-5,1,9%,-3%,-4%
CCOC(=O)N1CCN(C(=O)COC(=O)c2ccc(N(C)C)cc2)CC1,-13,.,.,.,.,.,-6%,-12%,-2%
CCOc1ccc(N(CC(=O)OC)S(=O)(=O)c2c(C)noc2C)cc1,.,-2,0.0%,-18,-17,-1,-1%,0%,-2%
CCOC(=O)C1(S(=O)(=O)c2ccc(Cl)cc2)CCN(Cc2ccc(C)cc2)CC1,-6,-5,0.2%,4,4,3,-3%,7%,0%
O=c1c2ccccc2c(=O)n(Cc2ccccc2)n1Cc1ccccc1,0,2,3.0%,1,5,16,-4%,-4%,0%
CCc1nc2ccc(C(=O)O)cc2nc1CC,3,-8,3.9%,-25,6,1,-12%,-11%,-2%
CC(C)n1cnc2c(N(C)c3ccccc3)nc(N(CCN(C)C)Cc3ccccc3)nc21,.,0,-1.2%,-104*,-18,28,-3%,5%,5%
O=C(Nc1cccc(C(=O)N2CCN(c3ccc(F)cc3)CC2)c1)c1ccccc1,0,-6,-0.5%,10,13,0,-2%,-20%,5%
O=C(CSc1nc2c(cnn2-c2ccccc2)c(=O)[nH]1)N1N=C(c2cccs2)CC1c1ccc(F)cc1 (stereo not given),-28,1,1.4%,20,6,-3,0%,-18%,-3%
Cc1cc(C(=O)NNC(=O)/C=C/c2ccccc2Cl)c(C)o1,-3,1,1.0%,3,-1,1,2%,2%,0%
COc1ccc(C2NC(=O)N(C)C3=C2C(=O)N(c2ccccc2)C3)cc1 (stereo not given),.,-2,-1.9%,-2,-4,0,3%,7%,-54%
Cc1ccc(S(=O)(=O)N(C)C)cc1NC(=O)c1ccc(OC(F)(F)F)cc1,-5,-6,0.4%,-5,-27,8,-3%,7%,4%
CSc1nc2c([nH]1)c(=S)n(C)c(=O)n2C,-30,.,.,.,.,.,1%,0%,?
CCCCOc1ccc(CNC(=O)NS(=O)(=O)c2ccc(OCC(C)C)cc2)cc1,-3,-3,1.6%,-7,2,1,-4%,-8%,-2%
Nn1c(SCc2ccc(F)cc2)nnc1-c1ccccn1,-18,0,-2.2%,-2,-1,1,3%,-6%,-1%
CN(C)S(=O)(=O)c1cccc(C(=O)Nc2cc(Cl)ccc2O)c1,-5,-2,-0.7%,-10,-2,10,1%,-9%,-1%
Cc1ccc(NC(=O)CSc2nnc(-c3ccccc3C)o2)cc1C,-6,4,0.3%,4,-8,5,-3%,2%,-1%
COc1ccc(NC(=O)CSc2nc3[nH]ncc3c(=O)n2-c2ccccc2C)cc1OC,2,1,-0.7%,10,5,1,-3%,-8%,3%
CCOc1ccc(S(=O)(=O)NCCC(=O)N2CCN(c3ccccc3O)CC2)cc1,4,-8,0.0%,-24,7,4,1%,0%,0%
CCOc1c(O)ccc(/C=C2\SC(=S)NC2=O)c1[N+](=O)[O-],-9,-6,-1.5%,-27,9,0,7%,7%,1%
CCOC(=O)c1cc(NC(=O)CC(C)(C)CC(=O)O)ccc1N1CCCCC1,-12,1,2.4%,-5,0,1,2%,-11%,-1%
Cc1cccc(C)c1N=Cc1c(O)n(-c2nccs2)c(=O)c2ccccc12,-19,-1,0.0%,11,-11,5,-3%,1%,-8%
COc1cc(NC(=O)C2CC(=O)N(CCc3ccc(F)cc3)C2)cc(OC)c1OC (stereo not given),10,0,-3.6%,6,1,3,-6%,-13%,-4%
COc1ccc(-c2cc3c(=O)n(CC(=O)N4CCCCC4)ncn3n2)cc1,7,-5,-1.4%,1,0,9,5%,0%,0%
COC(=O)c1ccc(OCCCCN(C)Cc2ccccc2)cc1,0,0,-0.3%,-21,-4,2,1%,1%,-8%
CCN(CC)CCN(Cc1cc2cc(C)ccc2[nH]c1=O)C(=S)NCc1ccco1,-10,-8,5.8%,-17,1,8,-6%,-9%,6%
COc1ccc(NC(=O)CN(C)C(=O)c2ccc(OCc3ccccc3)c(OC)c2)cc1,-11,-12,-0.8%,-3,9,1,-1%,6%,-2%
Cc1ccc(-c2csc(Nc3ccc(C(=O)O)cc3)[n+]2Cc2ccccc2)cc1,-26,4,13%,-16,-7,5,-1%,-3%,-1%
COc1ccccc1CNS(=O)(=O)c1ccc(-n2cnnn2)c(C)c1,1,-8,0.8%,-31*,-2,7,-5%,10%,1%
O=[N+]([O-])c1ccc(/C=N/Nc2nc(N3CCCCC3)nc(N3CCCCC3)n2)o1,-2,-7,-0.6%,-10,8,-2,-4%,-29%,-1%
N#C/C(=C(\O)c1ccco1)c1ccccn1,-2,2,2.4%,20,-4,2,-5%,-12%,0%
COc1cccc2cc(C(=O)C3=C(O)C(=O)N(CCN4CCOCC4)C3c3ccc(C)o3)oc12 (stereo not given),-7,2,4.5%,-3,3,3,4%,-3%,-1%
COc1cc2c(cc1OC)CN(C(=O)CN(C)S(=O)(=O)c1ccc(NC(C)=O)cc1)CC2,14,4,-0.2%,2,8,4,-5%,-13%,0%
COc1ccc(N2CCN(c3ccc([N+](=O)[O-])cc3Cl)CC2)cc1,-4,-2,1.0%,14,.,2,1%,-1%,3%
O=C(/C=C/c1ccccc1[N+](=O)[O-])NCCCn1ccnc1,-17,3,-0.5%,-3,-27,0,1%,21%,1%
CCN1CCCC1CNC1=NCCCCC1 (stereo not given),16,-5,-3.5%,-2,-6,0,-7%,6%,0%
CC1CCCC(NC(=O)C2N(CCCN3CCCC3)C(=O)C3C(C(=O)Nc4ccc(Cl)cc4)C4C=CC32O4)C1C (stereo not given),-8,-2,1.2%,0,12,-1,-2%,5%,0%
O=C(OCC(=O)N1CCCCC1)c1c[nH]c2ccccc12,12,-19,0.7%,1,68*,3,1%,-1%,-6%
O=C(c1ccco1)N(Cc1cccnc1)c1nc2c(F)cccc2s1,-28,-2,2.6%,.,8,-3,-1%,-4%,2%
COc1cc(NC(=O)Cn2cnc(S(=O)(=O)N3CCc4ccccc43)c2)cc(OC)c1OC,1,-7,3.6%,4,18,4,-1%,-3%,1%
CCN(CC)CCOC(=O)c1ccc(NC(=O)CCCN2C(=O)S/C(=C/c3ccc(OC)cc3)C2=S)cc1,-13,-9,4.7%,-65*,-6,3,-14%,-5%,0%
Cn1c(=O)c2cccnc2c(=O)n1C,-3,.,.,.,.,.,-4%,1%,1%
CN(c1ccc(OCc2nnc(-c3ccccc3)o2)cc1)S(=O)(=O)c1ccccc1,-3,-1,2.4%,1,-11,11,-7%,-8%,1%
N#C/C=C1/NC(=O)c2ccccc2S1,-10,-2,1.7%,-17,-3,14,-5%,-9%,-4%
Cc1nn(C)cc1-c1n[nH]c(=S)n1-c1ccc(Cl)cc1,-10,0,1.7%,2,1,4,-5%,-1%,-1%

(further entries)
Molecule,RXFP1 antagonist,D1 potentiator,RXFP1 agonist,D1 antagonist,D2 potentiator,D1 ag,GRP78 ERSR act,Vif-A3F inh,Vif-APOBEC3G blk
CC(C)c1nc(SCC(=O)N2CCCC2)c2c(=O)n(C)c(=O)n(C)c2n1,-11,.,.,.,.,.,-4%,-18%,-4%
CCCC(c1nnnn1CS(=O)(=O)c1ccc(C)cc1)N1CCN(c2ccc(F)cc2)CC1 (stereo not given),-4,-3,-1.4%,-1,.,3,-5%,0%,-6%
Cc1cccc(C(C)C)c1NC(=O)c1ccc2c(c1)CCCN2S(C)(=O)=O,-1,3,0.0%,-14,-8,1,-3%,4%,0%
COc1ccccc1CCNC(=O)C(=O)NCC1OCCN1S(=O)(=O)c1ccc(OC)c(OC)c1 (stereo not given),7,4,-0.7%,-8,3,6,-3%,-16%,2%
C/C(=N/NC(=S)Nc1cccc(C)c1)c1cccc([N+](=O)[O-])c1,31,5,0.8%,8,.,3,-3%,?,0%
COc1ccc(NC(=O)Cn2nnc(C(=O)NCCc3ccccc3)c2N)c(OC)c1,2,6,3.3%,1,-15,2,-5%,-8%,1%
O=C(NCCC1=CCCCC1)c1cccc(S(=O)(=O)N2CCCCC2)c1,-14,-8,-0.7%,-39*,3,6,3%,-7%,0%
